High-throughput results: PubChem, several laboratories
NPR1 activator: GC-A (human) enzyme activation. P16066. HEK293 GC-A cells, cGMP TR-FRET, EC30 ANP; 0% at EC30 ANP, 100% saturating ANP. activation, % at 10 µM. 370,000 compounds, 0.14% hits. AID 1671463; in the data active = activation above about 40%
HTRA1 inhibitor: inhibitors of human serine peptidase HTRA1; recombinant HTRA1, FP-rhodamine activity-based probe, fluorescence polarization; inhibition, % at 5.96 µM; 340,000 compounds, 0.5% hits; in the data active = inhibition above about 36%;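 note: 0% = enzyme with DMSO and 100% = wells lacking enzyme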
NPR2 activator: GC-B (human) receptor activation; 370,000 compounds, 0.11% hits; HEK293-GC-B cells, CNP EC30, cGMP TR-FRET; 0% at EC30 CNP, 100% saturating CNP; AID 1920062; P20594; activation, % at 10 µM;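 active = activation at 10 µM reaching about 35% in either raw or pattern-adjusted values, limit read from the data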
ABHD4 inh: inhibits mouse alpha/beta hydrolase domain 4 | inhibition, % at 8.92 µM | Q8VD66 | purified mABHD4, FP-Rh probe fluorescence polarization | 370,000 compounds, 0.54% hits | AID 720543;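 active = inhibition exceeding the mean over every tested compound plus 3 SD, cut at about 30% in these data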;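 note: 0% = plate median of compound wells and 100% = S159A mutant with DMSO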
Target sequence (Q8VD66 whole entry, looked up, the tested form may be a part): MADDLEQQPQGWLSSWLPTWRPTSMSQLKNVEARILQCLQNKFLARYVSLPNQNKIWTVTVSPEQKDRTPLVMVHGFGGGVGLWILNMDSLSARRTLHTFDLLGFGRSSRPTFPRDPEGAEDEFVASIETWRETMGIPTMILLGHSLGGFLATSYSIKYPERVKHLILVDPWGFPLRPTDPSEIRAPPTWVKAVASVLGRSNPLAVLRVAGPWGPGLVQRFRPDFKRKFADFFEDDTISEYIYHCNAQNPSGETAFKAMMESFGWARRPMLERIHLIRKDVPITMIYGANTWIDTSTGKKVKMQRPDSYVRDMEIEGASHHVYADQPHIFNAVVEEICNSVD
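Material: mouse ABHD4 enzyme, wild type; Benchmarks: S159A mutant high control, sample median low control; Buffer or medium: HEPES pH 7.0, NaCl, Pluronic buffer; Signal: fluorescence polarization; Read-out: percent inhibition of probe binding, normalized to plate controls; Timing: pre-incubation 45 min, probe exposure 60 min, at 25 °C; Dosing: 8.92 µM, single dose.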
ASAP1 inh: blocks human ASAP1-stimulated Arf1 GTP hydrolysis; Q9ULH1; GDP FP detection; inhibition, % at 16.5 µM; 360,000 compounds, 0.19% hits; AID 624377; in the data active = inhibition above about 25%;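 note: 0% = vehicle with enzyme and substrate and 100% = no enzyme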
Rev-erbA mod: modulators of human Rev-erb alpha DNA binding; P20393; Rev-erbα–FITC-DNA binding, fluorescence polarization, 90 min; activity, % at 10 µM; 370,000 compounds, 0.79% hits;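 active = activity above about 14%, limit read from the data; passing the limit was not always enough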;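 note: 0% = DMSO wells with 35 nM protein and 100% = DMSO wells with 750 nM protein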
Target sequence (P20393 whole entry, looked up): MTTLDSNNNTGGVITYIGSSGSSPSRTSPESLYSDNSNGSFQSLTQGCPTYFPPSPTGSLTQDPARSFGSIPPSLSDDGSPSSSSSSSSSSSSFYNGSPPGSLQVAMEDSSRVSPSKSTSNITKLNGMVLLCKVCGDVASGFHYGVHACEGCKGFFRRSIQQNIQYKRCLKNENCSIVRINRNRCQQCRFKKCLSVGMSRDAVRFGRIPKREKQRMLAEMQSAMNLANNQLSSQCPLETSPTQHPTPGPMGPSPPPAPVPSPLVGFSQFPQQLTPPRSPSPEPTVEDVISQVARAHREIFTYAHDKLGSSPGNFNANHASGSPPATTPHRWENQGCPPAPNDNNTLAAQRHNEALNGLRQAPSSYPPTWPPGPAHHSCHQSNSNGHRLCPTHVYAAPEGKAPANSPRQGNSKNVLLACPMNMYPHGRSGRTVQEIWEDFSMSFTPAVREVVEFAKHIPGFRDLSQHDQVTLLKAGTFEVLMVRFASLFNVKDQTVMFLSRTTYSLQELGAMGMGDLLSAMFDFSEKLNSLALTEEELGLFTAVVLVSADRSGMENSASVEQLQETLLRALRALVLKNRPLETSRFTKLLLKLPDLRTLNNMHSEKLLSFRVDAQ
SMARCA2 act: increases SMARCA2 function in MMTV reporter cells; 370,000 compounds, 1% hits; activation, % at 9.1 µM; MG213 cells, MMTV-luciferase reporter, dexamethasone, overnight; AID 652017; in the data active = activation above about 7.8%;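 note: 0% = vehicle wells and 100% = reference activator wells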
ARFGAP1 inh: inhibits rat ARF GTPase activating protein 1; inhibition, % at 16.5 µM; 360,000 compounds, 0.26% hits; Q62848; Arfgap1-stimulated ARF1 GTP hydrolysis, GDP FP detection;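 active = inhibition above a per-plate limit, mean inhibition of low control wells plus 3 SD, cut at about 25% in these data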;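 note: 0% = DMSO wells with enzyme and 100% = wells lacking Arfgap1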
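System: truncated rat Arfgap1 GAP domain / Benchmarks: high control wells lacking Arfgap1, low control full reaction with DMSO / Times: compound-enzyme preincubation 20 min, reaction 120 min, detection 60 min, 25 °C / Repeats: one replicate per compound / Also added: human ARF1(Δ1-17)-GTP substrate / Measured by: Tracer-displacement fluorescence polarization with EDTA stop, 620/688 nm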
PG9 Ab binder: small molecules binding HIV-1 gp120 antibody PG9; AID 624416; inhibition, % at 6.7 µM; 360,000 compounds, 0.43% hits; TR-FRET gp120-PG9 antibody binding; in the data active = inhibition above about 8.5%
rCAG RNA binder: binds r(CAG) RNA repeats; r(CAG) RNA repeat, TO-PRO-1 dye displacement fluorescence; inhibition, % at 3 µM; 370,000 compounds, 1.3% hits; AID 651821;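 active = inhibition above the plate cutoff, the mean of all test compounds on that plate plus 3 SD, cut at about 35% in these data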;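 note: 0% = DMSO alone and 100% = 100 µM mitoxantrone as full dye displacement; higher means more dye released from RNA so lower well fluorescence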
* = called active by the depositor; . = no result given. No enrichment for hits; 4.4% or so of the library scored in one or more.

SMILES	NPR1 activator	HTRA1 inhibitor	NPR2 activator	ABHD4 inh	ASAP1 inh	Rev-erbA mod	SMARCA2 act	ARFGAP1 inh	PG9 Ab binder	rCAG RNA binder
C/C(=N\O)C(=O)NCCN1CCCCC1	4	3	0	6	5	-9	-1	2	1.0	-1
O=C(c1ccc(-n2cncn2)c([N+](=O)[O-])c1)N1CCN(S(=O)(=O)c2ccc(F)c(F)c2)CC1	0	-3	8	-2	0	1	-3	-6	-0.6	1
COC(=O)CCN1CCN(S(=O)(=O)c2ccccc2Br)CC1	2	-4	-8	16	-7	3	-2	14	-0.5	-4
CCCn1c(C)cc(C(=O)COc2ccc(-c3nnco3)cc2)c1C	1	-2	2	2	1	-1	-4	10	0.0	-7
CC(C)=CC1C(C(=O)NCCOc2ccccc2)C1(C)C (configuration not stated)	1	2	1	-2	-5	-2	-3	4	-0.7	-8
COC(=O)C1=C(C)n2nnnc2NC1c1cc2ccccc2o1 (configuration not stated)	4	-2	2	-6	8	-2	-1	3	2.4	4
C=CCNC(=O)N1CCc2[nH]c3ccc(F)cc3c2C1	-2	-6	-1	0	6	-1	-1	9	0.1	0
Cc1csc(NC(=O)CCc2nc3ccccc3s2)n1	-2	0	-1	0	-15	-3	-1	5	-0.8	2
CCN(CC(=O)Nc1ccc(NC(C)=O)cc1)C(=O)/C=C/c1ccc([N+](=O)[O-])cc1	-4	4	-1	3	-4	-1	-3	-7	-0.8	-1
CCNC(=S)N1CCn2cccc2C1c1ccc(F)cc1 (configuration not stated)	-6	1	2	-5	8	7	-3	-2	0.0	-1
COc1ccc(NC(=O)CN(C)S(=O)(=O)c2cccc3cccnc23)cc1	3	-4	-1	-2	-9	0	-1	4	-0.8	1
CCc1ccc(N=CC2=C(O)CC(c3ccco3)CC2=O)cc1 (configuration not stated)	-2	-2	-3	5	-1	1	2	-2	-1.9	-3
CC(=O)Oc1ccccc1-n1c(C)nc(=O)c(-c2ccccc2)c1C	-5	.	0	4	1	0	1	7	-3.9	-1
Cc1ccsc1/C=N/n1c(-c2cccnc2)n[nH]c1=S	-3	10	2	-2	10	4	-3	-7	-1.2	4
Cc1ccc(C(=O)N(CCN2CCCCC2)CC2CCCN(C3CCCC3)C2)s1 (configuration not stated)	0	4	-4	1	2	6	3	-9	-1.6	-9
O=c1c2nncn2c2cc(C(F)(F)F)ccc2n1CCNc1ncc(C(F)(F)F)cc1Cl	-22	0	-22	-1	-9	14	-2	10	-0.6	-3
COc1ccc(C2=Nn3c(nnc3-c3ccccc3OC)SC2)cc1OC	0	5	7	3	-7	-3	16*	9	-0.8	-4
COc1cc(/C=N/NC(=O)CNC(=O)/C=C/c2ccco2)cc(OC)c1OC	-4	0	2	3	-2	5	4	3	-3.2	1
CCOC(=O)c1c(NC(=O)C(C)N2CCN(C(=O)c3ccco3)CC2)sc2c1CCCC2 (configuration not stated)	-1	-45	4	0	0	3	0	-16	-1.7	0
COc1cccc(C(=O)NC(=S)Nc2cccnc2)c1	3	0	0	4	-16	3	2	-15	-1.4	2

Just Rev-erbA mod and ABHD4 inh, for 3 of the compounds above:
SMILES,Rev-erbA mod,ABHD4 inh
Cc1csc(NC(=O)CCc2nc3ccccc3s2)n1,-3,0
C=CCNC(=O)N1CCc2[nH]c3ccc(F)cc3c2C1,-1,0
Cc1ccsc1/C=N/n1c(-c2cccnc2)n[nH]c1=S,4,-2

Following part:
SMILES	NPR1 activator	HTRA1 inhibitor	NPR2 activator	ABHD4 inh	ASAP1 inh	Rev-erbA mod	SMARCA2 act	ARFGAP1 inh	PG9 Ab binder	rCAG RNA binder
CCOc1ccccc1Nc1ccc2nonc2c1[N+](=O)[O-]	-5	-4	0	1	-5	-6	-3	14	0.1	0
CCN(Cc1ccccc1)C(=O)c1c(-c2ccccc2Cl)noc1C	-5	-4	-2	-4	-3	3	-2	2	-1.7	-6
O=C(O)c1ccccc1NC(=O)C1CCN(S(=O)(=O)c2cccc3nsnc23)CC1	4	2	1	2	-13	-1	-1	-10	0.5	15
O=C(O)c1cc(N=Nc2c(O)ccc3ccccc23)cc(C(=O)O)c1	-5	6	-7	-3	9	11	-1	3	-6.8	-1
CCCC(C)c1nnc(NC(=O)COc2ccc3c(c2)OCO3)s1 (configuration not stated)	5	-8	-2	-2	1	1	-4	3	-0.7	2
Cc1nn(-c2ccccc2)c(C)c1NC(=O)COc1ccc(Br)cc1Cl	4	-7	-2	2	6	2	-4	-4	0.1	-8
O=P(c1ccccc1)(c1ccccc1)C(O)c1ccccn1 (configuration not stated)	1	.	-9	3	13	-3	7	4	-0.7	1
COc1ccc(-n2nc3c(=O)[nH][nH]c3cc2=O)cc1	-9	16	-6	32*	2	1	0	-4	-11	27
O=C(NNC(=O)c1ccc2c(=O)n3c(nc2c1)CCC3)c1ccc(Cl)cc1	-1	1	-3	-4	-4	3	-1	0	0.1	1
O=C(c1ccc(S(=O)(=O)N2CCC(c3nc4ccccc4s3)CC2)cc1)N1CCCCC1	0	-5	-2	3	3	-2	0	8	-1.3	1
O=c1[nH]c(C2CCCN(S(=O)(=O)c3ccccc3F)C2)nc2c1nnn2Cc1ccccc1Cl (configuration not stated)	6	-6	11	-4	3	4	-1	-3	0.8	7
Cc1ccc(SCc2cc(=O)[nH]c(N3CCN(Cc4ccccc4)CC3)n2)cc1	-10	6	-11	-3	-4	-2	0	-9	-1.8	-1
COCCn1c(CN2CCC(Cc3ccccc3)CC2)nc2c1c(=O)n(C)c(=O)n2C	3	-2	-2	8	-13	7	-2	-4	0.0	-4
CSc1nc(N)n(-c2cc(C(F)(F)F)ccn2)n1	4	1	3	5	7	-3	0	1	0.4	-4
c1ccc(Cn2nnnc2C(c2ccncc2)N2CCOCC2)cc1 (configuration not stated)	1	3	2	2	3	-1	-1	15	0.6	-3
C=CCc1ccc(OCC(O)COc2ccc(CC=C)cc2OC)c(OC)c1	-1	-23	2	-13	6	2	-4	9	-0.2	-8
Cc1ccc(NC(=S)NNC(=O)CSc2nnc(SCc3ccccc3Cl)s2)cc1	-2	.	4	4	.	3	-6	.	.	47*
O=S(=O)(Nc1nc(-c2ccccc2)cs1)c1cc(Cl)ccc1Cl	-3	-16	-3	-29	6	-5	0	-25	-2.2	80*
CCOC(=O)Cc1csc(NC(=O)CN2CCCCC2)n1	3	7	-3	2	11	2	1	-9	-2.2	-1
Cc1cc2cc(CN(CCCO)S(=O)(=O)c3cccc4nsnc34)c(=O)[nH]c2cc1C	0	-8	4	-9	-7	6	-3	-5	-2.5	2
COCc1ccc(CN2CCC(CO)(CC3CCCCO3)CC2)o1 (configuration not stated)	0	0	4	2	-5	-9	1	3	0.7	-4
CC1CCCN(C(=O)c2ccncc2)C1 (configuration not stated)	1	5	6	4	-6	2	-1	14	-0.4	1
CCN(CC)c1ccc(NC(=O)c2cccnc2)cc1	-11	1	1	-7	-1	-5	-3	1	-6.5	-2
COc1cc([N+](=O)[O-])ccc1NC(=O)CN1CCN(C(=O)c2ccco2)CC1	-1	1	-1	0	-4	-3	0	10	0.7	-6
COc1ccc(N/C(=N/c2nc(C)cc(C)n2)NC(=O)Nc2ccc(Cl)c(Cl)c2)c(OC)c1	1	-1	4	2	-4	-1	-1	5	0.3	6
Cn1c(SCc2cc([N+](=O)[O-])cc3c2OCOC3)nnc1-c1ccccn1	-1	-2	-13	-2	6	-3	-5	11	-4.1	2
COc1ccc(-n2ccsc2=S)cc1	3	-3	5	4	0	-1	6	-1	-1.1	1
CCOc1ccc(-c2c(=O)n(OCc3ccc([N+](=O)[O-])cc3)c3ccccc3[n+]2[O-])c(OCC)c1	-1	-2	4	8	0	-5	-3	-1	0.9	0
O=C(CNC1CCCC1)Nc1ccc(N2CCCCCC2)cc1	-14	8	-6	13	-7	1	-1	7	-12	-3
COc1cccc(N(C(=O)c2snc(C(N)=O)c2N)C(C(=O)NCC2CCCO2)c2ccc(C)o2)c1 (configuration not stated)	-8	-6	-3	-5	12	-4	0	-1	1.9	-4
O=C(c1ccc(Cl)cc1)[C@@H]1[C@@H]2C(=O)N(c3ccccc3)C(=O)[C@@H]2C2c3ccccc3C=NN21 (some centres not stated)	-2	-17	3	-30	-6	7	0	6	0.0	-6
COc1ccc(C(=O)CC(c2ccccc2)C2CCCCC2=O)cc1 (configuration not stated)	-7	-14	-9	-6	-8	2	-5	2	-2.5	-2
CCN(CC)CCNC(=O)c1ccc(NC(=O)c2cccc(S(=O)(=O)Nc3ccc(C)cc3)c2)cc1	-4	-10	1	-10	3	0	3	-1	0.7	-1
CCC(=O)N(Cc1c(C)nn(-c2ccccc2)c1Cl)c1ccc(Cl)cc1	-26	-9	-11	-1	9	0	-2	-20	0.8	-8
COc1ccc(S(=O)(=O)N2CCN(C(=O)c3sccc3-c3ccccc3)CC2)cc1	-2	-6	-2	19	0	-3	-3	-6	-0.6	-4
Cc1ccc(NC(=O)N/C=C/c2ccco2)cc1C	2	5	6	4	-9	-3	3	-3	1.3	28
C[C@@H]1CC=C[C@H]2[C@H]1C(=O)N(Cc1ccccc1)[C@H]2c1ccc(F)c(-c2ccc(N(C)C)cc2)c1	1	-14	-1	10	-6	-1	-2	11	-1.5	6
CCOC(=O)/C(=N/Nc1ccc(Cl)cc1)S(=O)(=O)c1ccc(Cl)cc1	-2	-3	-11	1	-4	4	-2	0	-0.5	0
CCN=c1sc(C(=O)Nc2ccccc2)c(C)n1CC	4	-11	-2	-11	1	0	1	-2	-0.7	-6
CC1(c2ccccc2)CC(C)(C)N2C(=O)C3(C(C#N)=C(N)Oc4cc(O)ccc43)c3cccc1c32 (configuration not stated)	2	-62	-2	-12	1	-2	-3	-12	3.0	6
CCc1ccccc1NC(=O)NC1CC2CCC(C1)N2Cc1cccs1 (configuration not stated)	-2	-10	0	9	-4	-2	0	8	-0.2	-3
O=C(NCc1ccc(Cl)cc1)C(=O)NCC1CCCN1S(=O)(=O)c1cccs1 (configuration not stated)	3	-16	-2	1	15	6	0	-8	-1.3	1
O=C(c1ccsc1)N1CCN(C(=O)c2cccs2)CC1	5	2	1	1	4	-1	0	5	2.2	-3
Cc1ccc(S(=O)(=O)N(Cc2ccccc2)c2ccccc2C(=O)N2CCCCC2)cc1	-14	-13	-9	-2	-6	-3	-2	20	-1.6	-7
CCn1cc(C(=O)NCc2cccs2)c(=O)c2ccc(C)nc21	8	-5	3	3	-3	4	3	4	-1.0	-2
C[C@H](CO)N1C[C@H](C)[C@@H](CN(C)Cc2ccc3c(c2)OCO3)Oc2c(NS(=O)(=O)c3cn(C)cn3)cccc2C1=O	1	-4	2	13	-2	0	2	2	-2.0	-2
CN(C(=O)COc1ccc([N+](=O)[O-])cc1)C1CCS(=O)(=O)C1 (configuration not stated)	4	.	2	0	-3	1	1	-2	-1.4	-2
